FAS-TE inh – inhibitors of human fatty acid synthase thioesterase domain. hit rate 0.67% among 360,000. P49327. inhibition, % at 15 µM. recombinant FAS-TE, OMFH fluorogenic substrate, fluorescence endpoint;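 active means compounds whose normalised, plate-corrected inhibition of enzyme fluorescence in the single-dose primary screen is 50% or more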;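 further: 0% = DMSO with enzyme and 100% = substrate without enzyme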
Target sequence (P49327 whole entry, looked up, the tested form may be a part): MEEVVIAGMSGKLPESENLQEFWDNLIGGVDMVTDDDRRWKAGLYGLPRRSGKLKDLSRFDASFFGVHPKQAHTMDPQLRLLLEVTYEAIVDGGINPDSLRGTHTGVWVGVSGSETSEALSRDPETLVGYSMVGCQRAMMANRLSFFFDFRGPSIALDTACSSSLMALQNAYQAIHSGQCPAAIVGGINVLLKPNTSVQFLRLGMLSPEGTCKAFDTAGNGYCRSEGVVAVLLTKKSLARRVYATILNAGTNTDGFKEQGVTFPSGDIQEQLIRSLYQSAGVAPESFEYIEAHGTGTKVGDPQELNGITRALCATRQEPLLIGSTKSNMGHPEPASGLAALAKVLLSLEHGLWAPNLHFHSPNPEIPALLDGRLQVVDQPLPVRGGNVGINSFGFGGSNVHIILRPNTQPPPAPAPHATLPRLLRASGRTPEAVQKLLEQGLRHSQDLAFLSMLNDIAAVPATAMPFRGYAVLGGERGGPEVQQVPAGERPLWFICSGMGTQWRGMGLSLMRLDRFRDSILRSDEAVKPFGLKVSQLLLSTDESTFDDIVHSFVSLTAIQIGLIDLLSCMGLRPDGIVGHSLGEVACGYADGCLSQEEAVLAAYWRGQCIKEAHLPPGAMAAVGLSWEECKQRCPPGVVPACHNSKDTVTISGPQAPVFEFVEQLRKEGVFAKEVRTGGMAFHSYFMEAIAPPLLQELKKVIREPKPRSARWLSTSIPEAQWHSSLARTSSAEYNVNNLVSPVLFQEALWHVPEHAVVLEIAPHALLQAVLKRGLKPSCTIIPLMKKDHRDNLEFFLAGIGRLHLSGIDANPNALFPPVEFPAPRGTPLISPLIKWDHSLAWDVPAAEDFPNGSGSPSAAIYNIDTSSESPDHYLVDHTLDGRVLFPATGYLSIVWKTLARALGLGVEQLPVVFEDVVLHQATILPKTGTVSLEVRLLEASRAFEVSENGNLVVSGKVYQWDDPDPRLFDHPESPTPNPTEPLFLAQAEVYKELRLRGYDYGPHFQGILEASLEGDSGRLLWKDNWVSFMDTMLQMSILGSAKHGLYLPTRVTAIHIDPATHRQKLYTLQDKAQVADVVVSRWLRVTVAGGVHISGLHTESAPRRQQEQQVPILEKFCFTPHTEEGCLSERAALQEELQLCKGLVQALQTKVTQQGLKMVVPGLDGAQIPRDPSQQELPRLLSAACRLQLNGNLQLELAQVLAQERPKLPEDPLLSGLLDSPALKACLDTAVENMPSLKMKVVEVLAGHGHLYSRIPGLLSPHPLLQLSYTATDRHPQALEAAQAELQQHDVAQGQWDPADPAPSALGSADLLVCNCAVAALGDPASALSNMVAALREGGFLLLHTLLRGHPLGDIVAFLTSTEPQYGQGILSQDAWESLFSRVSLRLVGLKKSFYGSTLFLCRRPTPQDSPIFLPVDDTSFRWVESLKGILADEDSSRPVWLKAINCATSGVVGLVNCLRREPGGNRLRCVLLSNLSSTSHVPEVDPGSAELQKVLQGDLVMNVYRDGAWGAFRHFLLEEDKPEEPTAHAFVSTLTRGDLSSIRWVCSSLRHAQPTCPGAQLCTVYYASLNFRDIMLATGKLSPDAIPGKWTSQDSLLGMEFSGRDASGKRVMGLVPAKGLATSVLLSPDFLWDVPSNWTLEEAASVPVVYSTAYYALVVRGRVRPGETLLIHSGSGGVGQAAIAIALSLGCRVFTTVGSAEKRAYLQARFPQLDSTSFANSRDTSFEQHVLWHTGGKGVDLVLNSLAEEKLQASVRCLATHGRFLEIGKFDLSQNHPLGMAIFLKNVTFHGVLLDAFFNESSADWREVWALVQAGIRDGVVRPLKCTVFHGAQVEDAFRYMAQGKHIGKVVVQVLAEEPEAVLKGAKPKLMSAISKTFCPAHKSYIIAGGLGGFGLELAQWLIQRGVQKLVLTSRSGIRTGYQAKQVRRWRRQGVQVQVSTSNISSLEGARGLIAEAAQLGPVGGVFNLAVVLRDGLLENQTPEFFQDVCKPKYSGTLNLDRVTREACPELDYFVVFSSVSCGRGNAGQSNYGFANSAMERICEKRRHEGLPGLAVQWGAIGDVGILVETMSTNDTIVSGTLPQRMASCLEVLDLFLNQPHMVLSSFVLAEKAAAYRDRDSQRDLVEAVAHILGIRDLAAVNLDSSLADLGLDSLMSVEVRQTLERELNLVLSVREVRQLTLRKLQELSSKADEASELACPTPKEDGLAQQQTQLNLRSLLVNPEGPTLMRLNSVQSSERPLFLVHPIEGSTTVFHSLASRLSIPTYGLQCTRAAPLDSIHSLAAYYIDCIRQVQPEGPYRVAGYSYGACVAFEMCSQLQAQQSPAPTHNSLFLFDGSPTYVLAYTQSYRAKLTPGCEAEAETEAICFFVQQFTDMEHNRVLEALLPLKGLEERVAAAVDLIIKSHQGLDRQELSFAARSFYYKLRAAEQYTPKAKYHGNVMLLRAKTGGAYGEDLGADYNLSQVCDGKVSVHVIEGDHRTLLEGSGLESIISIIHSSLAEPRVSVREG
E coli Lon inh – inhibits E. coli Lon protease | P0A9M0 | purified E. coli Lon protease, fluorescence polarization | inhibition, % at 7.94 µM | hit rate 0.42% among 360,000 | AID 602123; in the data active means inhibition above about 13%, passing the limit was not always enough;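 further: 0% = enzyme with probe and DMSO and 100% = no enzyme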
TbMetRS inhib – blocks T. brucei methionyl-tRNA synthetase activity; purified T. brucei MetRS, ATP depletion, Kinase-Glo luminescence; inhibition, % at 11.9 µM; hit rate 0.4% among 360,000; AID 624268;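 active means inhibition above a per-plate cutoff of the control wells' mean inhibition plus 3 SD, cut at about 5.5% in these data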;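 further: 0% = DMSO wells median and 100% = median of wells with control inhibitor compound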
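Assay system: T. brucei methionyl-tRNA synthetase, purified | Medium: HEPES buffer with MgCl2, KCl, DTT, spermine, BSA, pyrophosphatase | Compound: 11.9 µM single point | Incubation: 15 min enzyme-compound preincubation, 2 h reaction, 10 min detection, 25 °C | Measured by: Kinase-Glo luciferase luminescence reporting remaining unconsumed ATP | Measure: % inhibition normalized to control-well medians | Replication: Singlicate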
NRP1-CendR mod – NRP-1/CendR interaction modulation | inhibition, % at 25 µM | O14786 | FAM-RPARPAR peptide binding to NRP-1, fluorescence polarization | hit rate 0.85% among 360,000;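 active means inhibition or corrected inhibition above about 18%, plus a signal ratio from 0.5 to 1.5, limit read from the data, passing the limit was not always enough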; further: strong numbers were not always called active
MT1-MMP act inh – blocks activation of human MT1-MMP. AID 651647. hit rate 0.061% among 360,000. GFP/RFP ratio change, % at 20 µM. HT1080 RFP-PRO-GFP cells, GFP/RFP ratio fluorescence, overnight; percent of plate control window, DMSO zero. P50281;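 active means GFP/RFP ratio change of at least 30% with cell ATP level not reduced by more than half and red fluorescence within 50% of control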; further: strong numbers were not always called active
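Material – HT1080 RFP-PRO-GFP cells · Control set – DMSO wells and RFP-L50D-GFP cells · Incubation – overnight cell settling, then overnight compound exposure, 37 °C, 5% CO2 · Compound dosing – single-point 20 µM compound, 1% DMSO · Read-out – GFP/RFP fluorescence ratio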
MsrA inh – inhibits bovine methionine sulfoxide reductase A; purified bovine MsrA, absorbance read-out; inhibition, % at 15.5 µM; hit rate 0.75% among 360,000; AID 651718; in the data active means inhibition above about 4.5%;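 further: 0% = vehicle wells with enzyme and 100% = reference inhibitor wells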
SKN-1 block – inhibitors of C. elegans SKN-1 | C. elegans VP596 Pgst-4::GFP/RFP ratio, acrylamide-induced, 24 h | inhibition, % at 21.8 µM | hit rate 0.49% among 360,000 | AID 624304;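 active means interference check ratio from 0.5 to 1.5 plus GFP to RFP signal ratio inhibition reaching or exceeding a fixed threshold, cut at about 30% in these data, passing the limit was not always enough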; further: some compounds called inactive have numbers as strong as hits
bovine MsrA act – activates bovine MsrA enzyme | activation, % at 10.6 µM | AID 602163 | hit rate 0.3% among 360,000 | purified bovine MsrA, absorbance read-out; in the data active means activation above about 7.5%;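 further: 0% = vehicle and 100% = reference activator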
MLLE-PAM2 inh – inhibitors of microRNA-mediated deadenylation, human PABP1 MLLE binding | GST-MLLE / FITC-PAM2 fluorescence polarization | hit rate 0.36% among 360,000 | inhibition, % at 20 µM | P11940 | AID 588489; in the data active means inhibition above about 35%, passing the limit was not always enough;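 further: plate controls were DMSO wells with GST-MLLE for no effect and wells lacking GST-MLLE protein for full effect; some results filed as inactive read as strong as hits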
* = called active by the depositor; x = no result given. No enrichment for hits; 4% or so of the library scored in one or more.

no.	SMILES	FAS-TE inh	E coli Lon inh	TbMetRS inhib	NRP1-CendR mod	MT1-MMP act inh	MsrA inh	SKN-1 block	bovine MsrA act	MLLE-PAM2 inh
1	CC(NC(=O)CSc1n[nH]c(=O)n1C1CC1)C12CC3CC(CC(C3)C1)C2 (stereo unspecified)	-3	-1	-0.1	0	5	0.3	-17	-2	-17
2	CCOc1ccc(C(=O)NC2CC(=O)N(c3ccc4c(c3)OCCO4)C2)cc1 (stereo unspecified)	-7	-2	-0.3	0	3	-0.5	3	-3	0
3	CC(CCc1ccccc1)NC(=O)Cc1ccccc1 (stereo unspecified)	-14	-3	0.3	8	3	-0.6	-6	-4	-12
4	CN(C)c1cccc(C(=O)Nc2ccc(N3CCOCC3)cc2)c1	-6	-3	-0.4	5	3	1.5	-5	0	-16
5	O=C1[C@@H]2[C@H](C(=O)N1n1cnnc1)[C@H]1C=C[C@@H]2C1	-9	-12	-0.6	2	0	-0.4	-22	0	-2
6	COc1ccccc1-c1cc(C(=O)N/N=C/c2ccc(C)o2)c2ccccc2n1	3	25	-0.3	6	1	2.4	-3	-5	16
7	O=C(NCC1CCCN(Cc2ccccc2F)C1)c1cccc(C(F)(F)F)c1 (stereo unspecified)	-6	-8	-0.5	-8	5	0.2	-5	-4	-13
8	Cc1cccc(C)c1N1CCN(C(=O)N2CCCCC2)CC1	-4	8	0.2	0	0	0.5	8	-1	-10
9	COc1ccc(CS(=O)(=O)c2nc(C)cc(C)c2S(C)(=O)=O)cc1	-4	-3	0.3	13	4	1.6	3	2	-5
10	CC(=O)c1ccc(OC(=O)CCc2ccccc2)cc1	8	-6	1.2	3	2	2.7	-8	-4	4
11	CCCCn1nnnc1C(c1ccccc1)N1CCN(c2cccc(C(F)(F)F)n2)CC1 (stereo unspecified)	26	4	-0.6	-3	-9	1.6	-3	0	x
12	C=CCNc1ncnc2c1ncn2C1OC(CO)C(O)C1O (stereo unspecified)	-2	-1	0.2	-3	11	0.1	-2	-1	3
13	Cc1ccc(NC(=O)C2Cc3ccccc3CN2C(=O)c2ccccc2)cc1Cl (stereo unspecified)	20	2	-0.5	8	-5	0.1	15	-3	4
14	CC(C)(C)CC(=O)Nc1cccc(-c2cn3cccnc3n2)c1	-2	-4	-0.4	1	2	4.3	5	-4	4
15	CN(C)S(=O)(=O)N1CCN(c2ccc(Cl)cc2)CC1	-3	-2	-0.4	7	3	2.3	4	-6	4
16	CC(=O)Nc1ccc2ccccc2c1	-7	0	-1.3	-6	-3	x	-3	-11	0
17	COc1cccc(CN(C)C(=O)C2CSC3(C)CCC(=O)N23)c1OC (stereo unspecified)	-5	0	-0.2	17	-2	0.7	7	0	11
18	O=C(O)Cc1cccc2c(=O)cc(-c3ccccc3)oc12	-3	-2	-1.1	-4	0	2.0	1	-6	7
19	Cc1ccc(N/N=C/c2c(C)c(C#N)c(=O)n(C)c2O)cc1C	-2	-10	0.1	-20	3	5.9*	9	-3	-13
20	Cc1ccc(OCCn2nnc3ccccc32)cc1C	12	3	-0.7	3	4	-1.2	-4	-2	1
21	C=CCN(CC=C)C(=O)CN1C(=O)NC(C)(c2ccc3cc(OC)ccc3c2)C1=O (stereo unspecified)	1	3	0.1	-9	-1	-0.1	-9	-1	-19
22	COc1ccc(S(=O)(=O)NC(C)C(=O)Nc2cccc([N+](=O)[O-])c2)cc1 (stereo unspecified)	-9	-9	0.1	-5	-1	0.1	19	-4	-4
23	CN(C)C(/C=C/Nc1cccc([N+](=O)[O-])c1)=C(C#N)C#N	2	-13	-0.4	7	-7	2.6	0	-1	14
24	CCS(=O)(=O)c1ncc(Cl)c(C(=O)Nc2ccccc2OC)n1	15	-2	-0.3	10	3	-1.1	-12	-3	2
25	Cc1nc(NC(=O)C2CC3CCCC(C2)C3=O)sc1C (stereo unspecified)	2	-9	-0.8	15	1	-0.1	33*	0	3
26	Cc1ccc(SCc2ccc(C(=O)N3CCCC3)cc2)cc1	-1	-5	-0.9	-7	1	1.9	-3	-3	14
27	O=C(Nc1cccc(F)c1)Nc1ccnn1C1CCN(C(=O)c2cscn2)CC1	-3	-2	0.0	17	0	0.2	-2	-3	5
28	COc1cc(C2C(C#N)=C(N)Oc3cc(O)ccc32)cc2c1OCO2 (stereo unspecified)	2	2	14*	-5	-15	1.5	-11	-8	-22
29	O=C(CCCN1CCC(NC(=O)c2ccccc2)CC1)c1ccc(Cl)cc1	-1	-8	-0.6	6	8	-0.8	0	4	-7
30	Cc1ccc2nc(Cl)c(/C=N/NC(=O)CN3CCOCC3)cc2c1	-6	-9	-0.4	-1	7	2.2	1	-6	6
31	CCCC(=O)NC(=S)Nc1cccc(C(C)=O)c1	-4	-8	-0.2	-7	4	0.9	-10	-6	11
32	Cc1ccc(S(=O)(=O)NCCN=C(CN2CCCC2)NS(=O)(=O)c2ccc(C)cc2)cc1	13	5	-0.2	3	2	1.6	0	-1	7
33	Cc1ccc(CS(=O)(=O)Cc2ccc(C(=O)NCc3ccco3)o2)cc1	-6	-3	-1.3	-7	3	0.0	0	-12	-9
34	COc1ccccc1NCCC#N	-7	2	-1.0	-11	1	1.5	-12	-10	-11
35	Cn1cccc1/C=N/NC(=O)CSc1nc2ccccc2[nH]1	-4	12	1.0	-5	0	2.1	-12	-5	-3
36	O=C(NCCc1nc2ccccc2[nH]1)/C(=C/c1ccc2c(c1)OCO2)NC(=O)c1ccccc1Cl	-6	-1	3.1	0	4	1.1	0	-4	-4
37	O=C(O)c1cnn(-c2nc(-c3cccc([N+](=O)[O-])c3)cs2)c1C(F)(F)F	8	-12	-0.7	-6	1	1.6	-8	-1	13
38	Cc1ccsc1/C=N/NC(=O)Cc1ccc([N+](=O)[O-])cc1	26	3	0.2	15	3	0.3	8	-2	16
39	CCS(=O)(=O)N1CCCC(C(=O)NCCCN2CCCC2=O)C1 (stereo unspecified)	-5	16	0.1	16	1	0.1	0	-2	-4
40	CCOc1cccc(-n2nnnc2-c2ccc(OC)cc2)c1	9	-4	0.1	-5	2	0.7	0	16*	1
41	Cc1cc(=O)[nH]c(SC(C)C(=O)Nc2cccc3ccccc23)n1 (stereo unspecified)	-6	2	-0.2	2	-1	-0.9	17	-3	-12
42	CCCc1nc(SC)[nH]c(=O)c1C	-4	-2	0.1	9	1	-0.5	-2	-3	9
43	CCOC(=O)CSCC(=O)Nc1cc(C)ccc1C	-10	1	0.9	-7	0	x	2	1	29
44	COc1cc(C2C3CN(C)CC=C3C(C#N)=C(N)C2(C#N)C#N)ccc1OC(C)C (stereo unspecified)	-8	9	-0.3	-2	-58	0.9	-8	-2	34
45	O=C(O)c1cccc(-c2noc(-c3cccc(Cl)c3)n2)c1	-6	1	-0.2	-7	-2	0.8	-3	-2	2
46	CCc1cc2c(=O)c(-c3nc4ccccc4[nH]3)coc2c(CN2CCCCC2)c1O	-2	-11	0.7	4	8	1.3	-4	3	10
47	CC(=O)c1cccc(N=c2scc(-c3ccc(S(=O)(=O)N4CCOCC4)cc3)n2CCO)c1	-11	-1	-0.3	-8	-10	1.8	1	-4	-4
48	CCC1(c2ccccc2)NC(=O)N(CC(=O)Nc2cc(Cl)ccc2N2CCOCC2)C1=O (stereo unspecified)	8	17*	-0.4	-11	4	-0.8	19	-2	-86
49	Cc1ccc2nc(-c3ccc(N)cc3)sc2c1	12	0	0.1	-34	-3	-0.1	42*	-5	0
50	Cc1ccccc1NC(=S)N=Nc1c(O)n(C)c2ccc(S(=O)(=O)N3CCOCC3)cc12	21	3	-0.2	-5	7	0.5	11	-4	30
51	CCOC(=O)c1cnc(/N=C/N(C)C)s1	-5	-2	0.2	-1	0	5.0*	5	-5	0
52	CC(C)(C)C1=Nn2c(nnc2C2CCCCC2)SC1	-6	-6	-1.1	4	4	0.2	5	-5	-3
53	Cc1ccc(NC(=O)CN2C(=O)S/C(=C\c3ccccn3)C2=O)cc1C	1	2	-0.2	-5	-5	-1.0	3	0	5
54	Cc1nn(-c2cccc(Cl)c2)c2c1C(c1ccncc1)C(C#N)=C(N)O2 (stereo unspecified)	3	3	0.0	-11	10	1.1	4	-1	20
55	C/C(=N/NC(=O)c1ccco1)c1ccc(NC(=O)c2ccc(Br)o2)cc1	0	10	0.7	-1	0	2.3	19	-4	1
56	Cc1ccc2c(CC(=O)NCC(C)(C)N3CCOCC3)coc2c1	-4	3	0.1	8	-1	-0.9	6	0	10
57	Cc1ccc(OCC(=O)Nc2c3c(nn2C(C)(C)C)CS(=O)(=O)C3)cc1	-4	-3	-0.5	11	-1	-0.2	-7	-2	5
58	COc1ccc(-c2csc(/C(C#N)=C\c3ccc(OC)c([N+](=O)[O-])c3)n2)cc1	30	-3	-0.3	4	-9	-0.8	18	-5	-22
59	COCCNC(=O)C(OC(=O)c1nsc(Cl)c1Cl)C(C)C (stereo unspecified)	-3	-9	0.6	-4	4	-2.0	8	-3	-15

2 of these compounds, set out differently:
51) CCOC(=O)c1cnc(/N=C/N(C)C)s1
- FAS-TE inh: -5
- E coli Lon inh: -2
- TbMetRS inhib: 0.2
- NRP1-CendR mod: -1
- MT1-MMP act inh: 0
- MsrA inh: 5.0*
- SKN-1 block: 5
- bovine MsrA act: -5
- MLLE-PAM2 inh: 0

47) CC(=O)c1cccc(N=c2scc(-c3ccc(S(=O)(=O)N4CCOCC4)cc3)n2CCO)c1
- FAS-TE inh: -11
- E coli Lon inh: -1
- TbMetRS inhib: -0.3
- NRP1-CendR mod: -8
- MT1-MMP act inh: -10
- MsrA inh: 1.8
- SKN-1 block: 1
- bovine MsrA act: -4
- MLLE-PAM2 inh: -4

Screening data deposited in PubChem by several laboratories.
